Assay outcomes (PubChem BioAssay)
TAAR1 ag – agonists of human TAAR1 | CHO RD-HGA16 TAAR1, Fluo-8 calcium fluorescence; vehicle wells 0%, saturating PEA agonist 100% | activation, % at 3 µM | actives 0.99% (n = 360,000);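 active = activation above the mean activation of all test compounds in the run plus 3 SD, cut at about 38% in these data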
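Test system: RD-HGA16 (CHO) cells co-expressing Gα16 and hTAAR1 / Benchmarks: DMSO vehicle as 0%, PEA at EC100 as 100% / Repeats: no replicates (n 1) / Measure: % activation from peak over basal fluorescence ratio, DMSO-to-PEA scaled / Timing: 17-24 h plating, Fluo-8 75 min 37 °C, 30 min RT / Technique: kinetic Fluo-8 calcium fluorescence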
CHO-K1 Ca antag – M1 antagonist counterscreen hit in parental CHO-K1 cells. ATP-induced calcium, Fluo-8 fluorescence. inhibition, % at 3 µM. actives 0.6% (n = 360,000). AID 602250;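 active = inhibition above a per-plate cutoff, the plate's mean sample inhibition plus 3 SD, cut at about 24% in these data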;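 note: 0% = DMSO plus EC80 ATP and 100% = DMSO alone without ATP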
M1 PAM parental – counter-screen for M1 PAMs: effect in parental CHO-K1 cells; actives 0.02% (n = 360,000); ATP EC20, Fluo-8 calcium fluorescence; 0% at ATP EC20, 100% at ATP max; activation, % at 3 µM;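 active = activation above the run cutoff, the mean activation of all test compounds plus 3 SD, cut at about 40% in these data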;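 note: peak over basal fluorescence ratio in a 140 s read after ATP addition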
OXTR potentiate – potentiates the human oxytocin receptor response | actives 0.061% (n = 320,000) | AID 2445 | activation, % at 3 µM | CHO-OTR cells, Fluo-8 calcium fluorescence, potentiator mode; 0% = oxytocin EC15, 100% = EC100;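 active = activation above that plate's cutoff, the mean activation of tested compounds plus 3 SD, cut at about 6.6% in these data, passing the limit was not always enough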;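 note: 100% uses oxytocin at 75 nM as the full agonist control; some results filed as inactive read as strong as hits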
Target sequence (P30559 whole entry, looked up): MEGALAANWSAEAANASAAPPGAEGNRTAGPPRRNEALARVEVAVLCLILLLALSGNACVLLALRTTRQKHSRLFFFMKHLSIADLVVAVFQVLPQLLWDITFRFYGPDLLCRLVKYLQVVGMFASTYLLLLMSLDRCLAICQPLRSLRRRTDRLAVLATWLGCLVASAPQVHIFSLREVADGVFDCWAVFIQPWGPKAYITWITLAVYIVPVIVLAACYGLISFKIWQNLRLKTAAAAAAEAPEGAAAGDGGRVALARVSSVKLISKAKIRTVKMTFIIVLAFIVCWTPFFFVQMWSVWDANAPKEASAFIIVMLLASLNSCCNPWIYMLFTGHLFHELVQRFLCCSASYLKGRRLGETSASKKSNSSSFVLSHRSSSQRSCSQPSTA
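Assay system: CHO-OTR cells, human receptor / Also added: oxytocin at about EC15, sub-maximal agonist stimulus / Dosing: single dose, 3.0 µM nominal final compound concentration / Incubation: 6 min pre-incubation, 100 s read / Technique: Fluo-8 calcium dye fluorescence / Read-out: % activation vs EC15 and EC100 oxytocin / Benchmarks: EC15 oxytocin low, 75 nM oxytocin high / Replicates: singlicate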
M1 ag parental – counter-screen for M1 agonists: effect in parental CHO-K1 cells; actives 0.48% (n = 360,000); AID 602248; Fluo-8 calcium fluorescence; scaled to maximal ATP response, vehicle zero; activation, % at 3 µM; in the data active = activation above about 15%;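 note: untransfected CHO-K1 host cells lacking M1 receptor as counterscreen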
TAAR1 antag – antagonists of human TAAR1 | Q96RJ0 | CHO RD-HGA16 TAAR1, Fluo-8 calcium fluorescence, antagonist | inhibition, % at 3 µM | actives 1.5% (n = 360,000);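 active = inhibition above a per-plate cutoff, the mean inhibition of test compounds on that plate plus 3 SD, cut at about 49% in these data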;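 note: 0% = DMSO plus EC80 beta-PEA response and 100% = DMSO alone without agonist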
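Test system: CHO RD-HGA16 cells bearing hTAAR1 | Reagent: β-PEA, EC80 | Compound dosing: 3 µM, single point | Schedule: Dye loading 75 min at 37 °C, then 30 min room temperature | Signal: Calcium fluorescence with Fluo-8 | Evaluation: Percent inhibition of PEA-evoked calcium signal, max/basal emission ratio | Control set: DMSO-only wells and EC80 β-PEA-stimulated wells | Repeats: Singlicate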
M1 ag – activates human CHRM1 receptor | CHO-K1 hM1, Fluo-8 calcium fluorescence, agonist mode; 0% DMSO, 100% acetylcholine EC100 | P11229 | actives 0.33% (n = 360,000) | AID 588814 | activation, % at 3 µM;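 active = activation above the run's mean compound activation plus 3 SD, cut at about 16% in these data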;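 note: peak over basal fluorescence ratio within a 140 s kinetic read after compound addition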
V1R ag counter – activates human V1a receptor in oxytocin agonist counter-screen; P37288; CHO-V1R cells, Fluo-8 calcium fluorescence, agonist mode; 0% DMSO, 100% 3 nM vasopressin; activation, % at 3 µM; actives 0.25% (n = 320,000);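 active = activation above the mean activation of all tested compounds plus 3 SD, per screening run, cut at about 20% in these data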;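 note: signal is peak over basal fluorescence ratio across a 100 second FLIPR read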
Target sequence (P37288 whole entry, looked up): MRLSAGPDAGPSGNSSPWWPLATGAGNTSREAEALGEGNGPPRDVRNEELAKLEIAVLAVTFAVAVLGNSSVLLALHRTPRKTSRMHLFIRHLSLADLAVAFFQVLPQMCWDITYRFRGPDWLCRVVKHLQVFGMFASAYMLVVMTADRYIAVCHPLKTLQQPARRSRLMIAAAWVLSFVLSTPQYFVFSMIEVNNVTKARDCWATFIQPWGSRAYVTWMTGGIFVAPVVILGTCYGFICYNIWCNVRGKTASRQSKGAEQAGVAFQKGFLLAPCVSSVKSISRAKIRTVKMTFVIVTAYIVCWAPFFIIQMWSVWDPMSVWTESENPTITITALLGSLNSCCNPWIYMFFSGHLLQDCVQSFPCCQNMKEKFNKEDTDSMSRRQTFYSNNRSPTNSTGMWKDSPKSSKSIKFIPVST
CHO parental Ca – counter-screen: ATP calcium response change in parental CHO cells; parental CHO-K1, ATP-induced calcium, Fluo-8 fluorescence; inhibition, % at 5.6 µM; actives 0.63% (n = 330,000);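 active = inhibition above that plate's mean sample inhibition plus 3 SD, cut at about 26% in these data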;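 note: 0% = ATP-challenged DMSO wells and 100% = DMSO wells without ATP; some compounds past the cut are filed as inactive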
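Assay system – parental CHO cells · Reagent – ATP stimulus · Detection – intracellular calcium via Fluo-8 no-wash fluorescent dye · Evaluation – percent inhibition of ATP-evoked calcium rise, normalized to controls · Controls – ATP wells versus no-ATP DMSO wells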
Active calls of the source: *.

`CCCCS(=O)(=O)N1CCCC(C(=O)Oc2ccccc2OC)C1` (stereo unspecified) gave TAAR1 ag -1.4, CHO-K1 Ca antag -8.2, M1 PAM parental 12.3, OXTR potentiate 4.2, M1 ag parental 0.4, TAAR1 antag -9.5, M1 ag -1.4, V1R ag counter 8.1 and CHO parental Ca -12.4.
Screening CNC(=O)c1ccc(-c2sc3nc(N4CCOCC4)c4c(c3c2N)CCCC4)o1 returned TAAR1 ag 13.4, CHO-K1 Ca antag 3.7, M1 PAM parental 6.0, OXTR potentiate -4.5, M1 ag parental 0.5, TAAR1 antag 13.4, M1 ag -3.3, V1R ag counter -1.0 and CHO parental Ca -10.4.
For N#CCC(=O)N/N=C\c1cccc(OC/C=C/c2ccccc2)c1 the results were TAAR1 ag 0.4, CHO-K1 Ca antag -2.8, M1 PAM parental 9.9, OXTR potentiate -9.5, M1 ag parental 4.4, TAAR1 antag -8.5, M1 ag -0.9, V1R ag counter 1.4 and CHO parental Ca -7.3.
`Cc1ccc(CN(C(=O)CNC(=O)c2cccs2)C(C(=O)NCC2CCCO2)c2ccccc2)cc1` (stereo unspecified) gave TAAR1 ag 20.6, CHO-K1 Ca antag -3.4, M1 PAM parental 2.5, OXTR potentiate -6.5, M1 ag parental 7.3, TAAR1 antag 43.5, M1 ag -1.5, V1R ag counter 2.3 and CHO parental Ca -16.1.
`Cc1cc(=O)oc2cc(NC(=O)c3cc([N+](=O)[O-])ccc3N3CCOCC3)ccc12` gave TAAR1 ag 4.8, CHO-K1 Ca antag 5.1, M1 PAM parental -16.6, OXTR potentiate -14.8, M1 ag parental 0.2, TAAR1 antag -22.3, M1 ag -4.1, V1R ag counter -0.7 and CHO parental Ca -18.0.
`CC1(C)OC2CC3C4CC=C5CC(O)CCC5(C)C4CCC3(C)C2(C(=O)CO)O1` (stereo unspecified) gave TAAR1 ag 12.7, CHO-K1 Ca antag -11.7, M1 PAM parental 12.7, M1 ag parental 0.2, TAAR1 antag -14.8 and M1 ag -6.4.
CCCC1(CCC)NC(=O)N(CC(=O)N2CCN(C(=O)c3ccco3)CC2)C1=O was read as TAAR1 ag 6.9, CHO-K1 Ca antag -9.6, M1 PAM parental 8.9, OXTR potentiate -11.2, M1 ag parental 0.6, TAAR1 antag 0.0, M1 ag -1.6, V1R ag counter 1.6 and CHO parental Ca 4.0.
`CCOc1cc(/C=N/NC(=O)c2nnn(-c3nonc3N)c2C)ccc1OCc1cccc(F)c1` gave TAAR1 ag 0.0, CHO-K1 Ca antag 2.3, M1 PAM parental -14.6, OXTR potentiate -3.5, M1 ag parental 0.1, TAAR1 antag -4.6, M1 ag -2.3, V1R ag counter 0.1 and CHO parental Ca -14.9.
For O=C(O)c1ccc(NCc2nc3cc4ccccc4cc3[nH]2)cc1 the results were TAAR1 ag 0.5, CHO-K1 Ca antag -8.6, M1 PAM parental 12.0, M1 ag parental 1.5, TAAR1 antag -6.7 and M1 ag -0.7.
For Cc1cccc(/C(N)=N/OC(=O)c2ccccc2Cl)c1 the results were TAAR1 ag 6.7, CHO-K1 Ca antag -7.3, M1 PAM parental 15.0, OXTR potentiate -3.5, M1 ag parental 0.6, TAAR1 antag -25.9, M1 ag -4.5, V1R ag counter 1.0 and CHO parental Ca -6.0.
`Cc1cccc(NC(=O)CSCC(=O)Nc2cccc(S(=O)(=O)N3CCCCCC3)c2)c1` gave TAAR1 ag 5.2, CHO-K1 Ca antag 0.2, M1 PAM parental 12.1, OXTR potentiate -13.3, M1 ag parental 3.1, TAAR1 antag 28.1, M1 ag -2.8, V1R ag counter -0.3 and CHO parental Ca -11.4.
Screening CSCC[C@H](Nc1ncnc2sc(C)c(C)c12)C(=O)O returned TAAR1 ag 0.0, CHO-K1 Ca antag -3.5, M1 PAM parental 15.3, OXTR potentiate -0.9, M1 ag parental 0.5, TAAR1 antag 19.1, M1 ag -0.2, V1R ag counter 0.6 and CHO parental Ca 0.2.
Screening Cc1ccc(NC(=O)CN2C(=O)NC3(CCCc4ccccc43)C2=O)c(Cl)c1 (stereo unspecified) returned TAAR1 ag 5.4, CHO-K1 Ca antag -26.5, M1 PAM parental 18.1, OXTR potentiate -6.0, M1 ag parental 1.3, TAAR1 antag -8.5, M1 ag 0.8, V1R ag counter 0.8 and CHO parental Ca -19.8.
O=C(NCc1ccccc1)c1cccc2c1C(=O)c1ccc(/C=C/c3ccccc3)cc1S2(=O)=O was read as TAAR1 ag 14.0, CHO-K1 Ca antag -7.1, M1 PAM parental -8.7, OXTR potentiate -2.7, M1 ag parental -0.2, TAAR1 antag 57.6*, M1 ag -2.7, V1R ag counter 2.2 and CHO parental Ca 9.7.
COc1ccc2c(Cl)c(C(=O)NCCc3ccc(S(N)(=O)=O)cc3)sc2c1 was read as TAAR1 ag 3.8, CHO-K1 Ca antag -0.9, M1 PAM parental 6.8, OXTR potentiate -11.9, M1 ag parental 2.5, TAAR1 antag 6.5, M1 ag -6.5, V1R ag counter 5.0 and CHO parental Ca 10.0.
O=C(O)c1cccc2c(-c3ccccc3)c(-c3ccccc3)[nH]c12 was read as TAAR1 ag -2.9, CHO-K1 Ca antag -0.3, M1 PAM parental 4.1, OXTR potentiate 3.2, M1 ag parental -0.8, TAAR1 antag -29.6, M1 ag -2.4, V1R ag counter -1.2 and CHO parental Ca 0.2.
For O=C(N/N=C\c1cc(Br)c(Br)o1)C1COc2ccccc2O1 (stereo unspecified) the results were TAAR1 ag 4.1, CHO-K1 Ca antag 2.8, M1 PAM parental -7.3, OXTR potentiate -1.1, M1 ag parental -0.4, TAAR1 antag -16.9, M1 ag -2.3, V1R ag counter 0.3 and CHO parental Ca -17.5.
COc1ccc(CCNS(=O)(=O)c2cccc(C(=O)O)c2)cc1OC was read as TAAR1 ag 0.1, CHO-K1 Ca antag -5.0, M1 PAM parental 14.6, OXTR potentiate -0.9, M1 ag parental 0.6, TAAR1 antag -2.9, M1 ag -1.5, V1R ag counter 2.5 and CHO parental Ca -2.2.
Screening Cc1ccc(NC(=O)CS(=O)(=O)c2cn(C)c3ccccc23)c(C)c1 returned TAAR1 ag -1.4, CHO-K1 Ca antag 10.4, M1 PAM parental 3.2, OXTR potentiate -2.1, M1 ag parental 0.6, TAAR1 antag -26.6, M1 ag -5.5, V1R ag counter -0.9 and CHO parental Ca -11.9.
For CCCn1c(N)c(C(=O)COC(=O)c2c(C)noc2C)c(=O)n(C)c1=O the results were TAAR1 ag 2.3, CHO-K1 Ca antag -3.2, M1 PAM parental -0.6, OXTR potentiate -4.8, M1 ag parental 0.5, TAAR1 antag -1.3, M1 ag -1.6, V1R ag counter 1.4 and CHO parental Ca -13.8.
For COc1ccc2c(c1)OC[C@H]1[C@H]2N2C(=O)c3cc(OC)c(OC)cc3NC(=O)[C@@]2(C)[C@H]1c1ccccc1 the results were TAAR1 ag 4.3, CHO-K1 Ca antag -0.5, M1 PAM parental 14.3, OXTR potentiate -7.3, M1 ag parental 0.2, TAAR1 antag 0.9, M1 ag -1.9, V1R ag counter 3.2 and CHO parental Ca -6.3.
Cc1ccc(-n2ncc3c(=O)n(CC#N)cnc32)cc1 was read as TAAR1 ag -0.2, CHO-K1 Ca antag 9.0, M1 PAM parental -13.3, OXTR potentiate -3.9, M1 ag parental 0.3, TAAR1 antag -2.3, M1 ag -4.2, V1R ag counter 0.6 and CHO parental Ca -14.3.
Screening COC(C(=O)Nc1c(F)cccc1F)c1ccccc1 (stereo unspecified) returned TAAR1 ag 2.4, CHO-K1 Ca antag -12.7, M1 PAM parental 30.5, OXTR potentiate -8.1, M1 ag parental 0.5, TAAR1 antag 3.1, M1 ag -2.9, V1R ag counter -0.3 and CHO parental Ca 4.9.
`CCC/C(C#Cc1ccsc1)=C1/c2ccccc2C(=O)N1c1ccccc1` gave TAAR1 ag 5.0, CHO-K1 Ca antag -17.4, M1 PAM parental -1.2, OXTR potentiate -7.8, M1 ag parental -1.0, TAAR1 antag 24.4, M1 ag 2.6, V1R ag counter -1.1 and CHO parental Ca -33.1.
Screening CCOc1ccc(CCNC(=O)c2cccc(N3CCCC3=O)c2)cc1OCC returned TAAR1 ag 3.6, CHO-K1 Ca antag -3.2, M1 PAM parental 3.5, OXTR potentiate -13.4, M1 ag parental 1.1, TAAR1 antag 13.2, M1 ag -1.5, V1R ag counter 2.1 and CHO parental Ca -21.7.
CCOc1ccc(CCNC(=O)CS(=O)Cc2nc(-c3ccc(OC)c(OC)c3)oc2C)cc1OCC (stereo unspecified) was read as TAAR1 ag -1.4, CHO-K1 Ca antag 7.7, M1 PAM parental 16.7, OXTR potentiate 7.3, M1 ag parental -0.3, TAAR1 antag -38.8, M1 ag -4.7, V1R ag counter 0.1 and CHO parental Ca -26.2.
`COc1cccc(OCc2nnc(-c3cccs3)o2)c1` gave TAAR1 ag 1.6, CHO-K1 Ca antag -14.7, M1 PAM parental 12.4, OXTR potentiate -13.3, M1 ag parental 1.1, TAAR1 antag 4.1, M1 ag -4.8, V1R ag counter 0.3 and CHO parental Ca -7.7.
Cc1ccc(N2C(=O)N(CC(=O)NC(c3ccccc3)c3ccccc3)C(=O)C2C)cc1 (stereo unspecified) was read as TAAR1 ag 13.2, CHO-K1 Ca antag 0.8, M1 PAM parental 4.2, OXTR potentiate -17.9, M1 ag parental -0.4, TAAR1 antag -14.3, M1 ag -2.4, V1R ag counter 4.0 and CHO parental Ca -14.1.
Screening O=C(NCc1ccc(Cl)cc1)c1ccc(CS(=O)Cc2cccc(Cl)c2)o1 (stereo unspecified) returned TAAR1 ag 6.4, CHO-K1 Ca antag -2.0, M1 PAM parental -4.3, OXTR potentiate -8.6, M1 ag parental 3.3, TAAR1 antag 2.1, M1 ag -2.3, V1R ag counter 7.7 and CHO parental Ca -13.8.
For CC(CO)NS(=O)(=O)c1cc(Cl)ccc1F (stereo unspecified) the results were TAAR1 ag 2.0, CHO-K1 Ca antag 11.3, M1 PAM parental 5.8, M1 ag parental 4.6, TAAR1 antag 1.4 and M1 ag -2.8.
